SRC3 TRFRET art: flags TR-FRET format artefacts in PPARgamma SRC-3 recruitment agonist screen | TR-FRET ratio at 8 µM | 99,000 tested, 0.39% active | AID 1048 | TR-FRET artefact counter-screen, PPARgamma/SRC-3 format; active compounds read high; in the data active = TR-FRET ratio above about 2000; also: inactives centre near 1600; reference of the scale not given here
SRC1 TRFRET art: TR-FRET artefact, counter-screen to PPARgamma/SRC-1 agonist assay; TR-FRET detection artefact counter-screen, emission ratio; active compounds read high; 99,000 tested, 0.34% active; TR-FRET ratio at 8 µM; AID 1051; in the data active = TR-FRET ratio above about 2300; also: inactives centre near 1800; reference of the scale not given here
* marks the source's active call; other numbers are inactive results.

Each structure is followed by: SRC3 TRFRET art	SRC1 TRFRET art
c1ccc2sc(N3CCN(Cc4nnnn4CC4CCCO4)CC3)nc2c1 (stereo unspecified)
    1420	1622
CCN1CNC(=S)N(CCc2ccccc2)C1
    1612	1753
COc1cccc(-c2ccc(SCC(=O)NCCc3ccccc3)nn2)c1
    1688	1975
C/C=C/Cn1cccc(C(=O)Nc2ccc(OC)cc2)c1=O
    1733	1896
COc1ccc(C)cc1NC(=O)c1ccccc1NS(=O)(=O)c1cccc2cccnc12
    1557	1876
O=C(c1ccc(S(=O)(=O)Cc2ccccc2F)c([N+](=O)[O-])c1)N1CCCCCC1
    1601	1614
CC1CN(C(=O)C2CC2)C(C)CN1C(=O)C1CC1 (stereo unspecified)
    1698	2002
Cc1ccc(C2C3=C(CCCC3=O)N=C3c4ccccc4C(=O)C32)cc1 (stereo unspecified)
    1340	1644
CCOC(=O)c1c(NC(=O)COc2cccc3c2CCN(C)C3=O)sc2c1CCC2
    1629	1970
COc1ccccc1/C=N/N1C(=O)c2cccc3cccc(c23)C1=O
    1567	1737

Each structure is followed by: SRC3 TRFRET art	SRC1 TRFRET art
CCOC(=O)CNC(=O)CN1C(=O)CC(c2ccccc2)S(=O)(=O)c2ccccc21 (stereo unspecified)
    1659	1673
O=C(COC(=O)c1cc[n+]([O-])cc1)Nc1ccccc1Sc1ccccc1
    1610	1638
Cc1noc(C)c1COC(=O)c1cccc(S(=O)(=O)N2CCCCCC2)c1
    1470	1623
Cc1cn([C@H]2C[C@H](N=[N+]=[N-])[C@@H](CO)O2)c(=O)[nH]c1=O
    1597	1728
CCOc1ccc2[nH]c(=O)c(CN(CCCN3CCOCC3)Cc3nnnn3Cc3ccc(OC)cc3)cc2c1
    1352	1650
Cc1onc(-c2ccccc2)c1C(=O)N1CCN(S(=O)(=O)c2ccc3c(c2)OCCO3)CC1
    1541	2074
CC(C)Cn1ccc(=O)n(CC(C)C)c1=O
    1540	1270
CCOC(=O)C1(Cc2ccccc2)CCN(Cc2cnn(CC)c2)CC1
    1494	1853
Nc1ccc(N2CCOCC2)c(S(=O)(=O)Nc2cc(Cl)ccc2Cl)c1
    1473	1987
O=[N+]([O-])c1ccc2nc(-c3ccccc3)cc(-c3ccccc3)c2c1
    1360	1753

Each structure is followed by: SRC3 TRFRET art	SRC1 TRFRET art
NS(=O)(=O)c1ccc(NC(=O)COC(=O)C2CC(=O)N(Cc3ccccc3)C2)cc1 (stereo unspecified)
    1697	1918
Cc1cc(C(=O)N[C@@H](c2ccccc2)[C@]2(C)C[C@H]2[C@@H](C)C(=O)Nc2ccc3ccccc3c2)no1
    1304	1745
O=C(CNC(=O)c1ccc(S(=O)(=O)N2CCCC2)cc1)N/N=C/c1c(Cl)cccc1Cl
    1299	1888
C/C(=N\NC(=O)c1ccncc1)c1cccs1
    1638	1804
Cc1ccc(N2C(=O)N(CC(=O)c3cc(C)ccc3C)C(=O)C2C)cc1 (stereo unspecified)
    1615	1714
COc1ccc(NC(=O)C2CCCC2)cn1
    1484	1774
CCOC(=O)CCC(=O)NNC(=O)c1ccc(NC(=O)c2ccccc2)cc1
    1430	1574
COc1ccc(/C=C(\NC(=O)c2ccccc2Cl)C(=O)NCCCC(=O)O)cc1
    1564	1786
CCNc1nc(NCC)nc(NC(N)=S)n1
    1479	1760
Cc1cc(C(=O)O)cc(Br)c1N
    1637	1605

The list goes on (seven carried over from the part before).
Each structure is followed by: SRC3 TRFRET art	SRC1 TRFRET art
C/C(=N\NC(=O)c1ccncc1)c1cccs1
    1638	1804
Cc1ccc(N2C(=O)N(CC(=O)c3cc(C)ccc3C)C(=O)C2C)cc1 (stereo unspecified)
    1615	1714
COc1ccc(NC(=O)C2CCCC2)cn1
    1484	1774
CCOC(=O)CCC(=O)NNC(=O)c1ccc(NC(=O)c2ccccc2)cc1
    1430	1574
COc1ccc(/C=C(\NC(=O)c2ccccc2Cl)C(=O)NCCCC(=O)O)cc1
    1564	1786
CCNc1nc(NCC)nc(NC(N)=S)n1
    1479	1760
Cc1cc(C(=O)O)cc(Br)c1N
    1637	1605
CCC/C(=N\NC(=O)CCC(=O)NCc1ccccc1)c1ccccc1
    1593	2139
O=C(COc1ccccc1)NC1CCCCC1
    1487	1566
O=C(N1CCN(c2ccc(F)cc2)CC1)C1(c2cccs2)CCOCC1
    1511	1899
NC(=O)C1CCCN(C(=S)NCc2ccc3c(c2)OCO3)C1 (stereo unspecified)
    1786	1678
Cc1ccc2c(c1)C1NC(=S)NC(C)(O2)C1C(=O)Nc1ccc(Cl)cc1 (stereo unspecified)
    1467	1715
COc1cc(/C=N/NC(=O)[C@H](Cc2c[nH]c3ccccc23)NC(=O)OCC(C)C)cc([N+](=O)[O-])c1O
    1555	1702
O=C(COC(=O)CCc1ccc(S(=O)(=O)N2CCCCC2)cc1)Nc1ccc2c(c1)OCO2
    1389	1602
CN1C(=O)N(C)C2(c3ccccc3)N(C(C)(C)C)C(=O)NC12c1ccccc1 (stereo unspecified)
    1649	1939
CN(Cc1ccccc1)C(=O)c1oc(=O)c2ccccc2c1-c1ccccc1
    1524	1689
O=C1CSC(c2ccccn2)N1c1ccc(F)cc1F (stereo unspecified)
    1651	1446

Each structure is followed by: SRC3 TRFRET art	SRC1 TRFRET art
Cc1ccnn1CC(=O)N/N=C/c1ccc2c(c1)OCO2
    1574	1653
CCOc1ncccc1C(=O)Nc1nnc(C)s1
    1589	1482
CCc1cccc(CC)c1NC(=S)NCCc1c(C)[nH]c2ccc(C)cc12
    1588	1722
O=CN1CCN(C(=O)CN2C(=O)c3ccccc3C2=O)CC1
    1522	1470
COc1ccc(C)cc1NC(=O)CC1COc2ccccc2O1 (stereo unspecified)
    1732	1881
Cc1oc(-c2cc(F)ccc2F)nc1CN1CCCN(C(=O)c2ccco2)CC1
    1395	1583
C[C@@H]1NC(=O)[C@H](CCCN=C(N)N)NC(=O)c2cc([N+](=O)[O-])cc(I)c2OCC[C@@H](C(N)=O)NC1=O
    1531	1746
CC(=O)c1cc(C#N)c(N2CCOCC2)nc1C
    1579	1762
COCc1cc(C)nc(OCC(=O)N/N=C/c2ccc(-c3cc([N+](=O)[O-])ccc3Cl)o2)c1C#N
    1690	1663
Cc1nn(-c2ccccc2)c2[nH]c(=O)c(CNCC3CCCO3)cc12 (stereo unspecified)
    1566	1867

Each structure is followed by: SRC3 TRFRET art	SRC1 TRFRET art
CCOc1cc(NC(=O)c2cccs2)c(OCC)cc1NC(=O)CCC(=O)NCCN1CCOCC1
    1446	1900
Cc1ccc(Cl)cc1N1CCN(C(=O)c2cc3c(=O)[nH]c4ccccc4c3n2C)CC1
    1642	1826
COc1ccc(-c2cc(C(=O)NCC3CCCO3)c3cc(C)ccc3n2)cc1 (stereo unspecified)
    1657	1829
N#CCCN(Cc1cccnc1)C(=S)NC(=O)c1ccco1
    1684	1580
Cc1cc(C)cc(NC(=O)c2cc(Cl)sc2Cl)c1
    1352	1779
CC(CN1c2ccccc2Sc2ccccc21)N(C)C (stereo unspecified)
    1604	1748
CCOc1nc(Oc2cccc(C(=O)O)c2)nc(Oc2cccc(C(=O)O)c2)n1
    1550	1943
O=C(Nc1ccc([N+](=O)[O-])c(NC(=O)C2CCCO2)c1)C1CCCO1 (stereo unspecified)
    1636	1688
Cc1cc(Nc2cc(F)ccc2C)n2ncnc2n1
    1540	1737
COc1ccc(NC2CC(=O)N(c3cccc([N+](=O)[O-])c3)C2=O)cc1 (stereo unspecified)
    1777	1849

Each structure is followed by: SRC3 TRFRET art	SRC1 TRFRET art
c1ccc2c(N3CCCCC3)nc(N3CCOCC3)nc2c1
    1463	1864
CCc1ccc(C2c3[nH]c4ccccc4c3CCN2C(=O)c2cc(C)nn2C)cc1 (stereo unspecified)
    1528	1739
CCOc1cc(Br)c(C=O)cc1OCC
    1526	1637
CC(C)(C)c1ccc(S(=O)(=O)N2CCCCC2)cc1
    1530	2047
N#Cc1ccccc1OCCCNC1CCCC1
    1492	1842
O=C(CN1C(=O)NC2(CCCCCC2)C1=O)Nc1ccc2c(c1)CCC2
    1503	1617
S=c1[nH]nc(-c2cccnc2)n1/N=C/c1ccco1
    1544	1816
COc1ccc(C(=O)NC(=S)NC2CCSC2=O)cc1 (stereo unspecified)
    1667	1899
CC(=O)Nc1ccc(NC(=O)c2ccc(-n3c(C)ccc3C)cc2)cc1
    1573	1759
COc1ccc(C(=O)NCCNc2ccc([N+](=O)[O-])cc2)cc1
    1433	1700

Each structure is followed by: SRC3 TRFRET art	SRC1 TRFRET art
CC(C(=O)Nc1ccc(S(=O)(=O)N2CCOCC2)cc1)N1CCN(c2ccccn2)CC1 (stereo unspecified)
    1566	1905
Cc1ccc(NC(=O)CCl)c(C)c1
    1426	1631
O=C(Nc1ccccn1)c1ccc(S(=O)(=O)c2ccc(Cl)cc2)cc1
    1515	1870
CCN(CC)C(=O)C1CCCN(c2ccc([N+](=O)[O-])cc2[N+](=O)[O-])C1 (stereo unspecified)
    1682	1712
COc1ccc(CN2CCNC(=O)C2CC(=O)N(C)Cc2ccccn2)cc1OC (stereo unspecified)
    1545	1606
O=C1CCC(C(=O)Nc2cccc(Oc3ccccc3)c2)=NN1
    1734	1550
c1ccc(CO/N=C(\c2ccc(C3CC3)nc2)C2CC2)cc1
    1858	1920
C/C(=N/O)c1c(O)c(C)c(-c2ccccc2)n(-c2ccccc2)c1=O
    1660	1848
CCOc1ncccc1C(=O)N(CC)CC(=O)Nc1ccc(NC(C)=O)cc1
    1586	2001
COc1ccc(C2=NN(C(=O)CSc3ncccn3)C(c3ccc(C)cc3)C2)cc1 (stereo unspecified)
    1386	1815

Each structure is followed by: SRC3 TRFRET art	SRC1 TRFRET art
CCC(C(=O)Nc1c[nH]c(=O)[nH]c1=O)c1ccccc1 (stereo unspecified)
    1519	1783
CC(C)Nc1nc(NC(C)C)nc(SCC(N)=O)n1
    1614	1872
CCN(CC)C(=S)Nc1ccc(C(=O)OC)cc1
    1220	1602
CCC(C)C(=O)Nc1nnc(SCC(=O)NC(C)(C)C)s1 (stereo unspecified)
    1568	1830
c1ccc2oc(-c3[nH]ncc3CN(Cc3ccncc3)CC3CCCO3)cc2c1 (stereo unspecified)
    1663	1938
COC(=O)c1cc(=O)n(Cc2ccc(OC)cc2)c(=NCc2ccc(OC)cc2)s1
    1521	1838
Cc1cc(N2CCC(C)CC2)nc(NCc2ccccc2)n1
    1699	2045
CC1CCCN(C(=O)COc2ccc(NC(=O)c3cccs3)cc2)C1 (stereo unspecified)
    1257	1815
CC(=O)c1cnc(SCc2ccc(Cl)cc2)nc1C
    1585	1884
CCC(C)CN1CCC(CO)(Cc2ccccc2Cl)CC1 (stereo unspecified)
    1565	1904

Each structure is followed by: SRC3 TRFRET art	SRC1 TRFRET art
CN(C)C(=O)c1ccc(-n2cccn2)nc1
    1651	1860
Fc1cccc2sc(Nc3nc4cc5c(cc4s3)OCCO5)nc12
    1694	1742
O=c1cc2ncc(-n3cc([N+](=O)[O-])cn3)cn2[nH]1
    1635	1617
CCCOc1ccc(C(CC(=O)O)NC(=O)CC(c2ccccc2)c2ccccc2)cc1 (stereo unspecified)
    1427	1894
COc1cc(/C=C/c2ccc3cccc([N+](=O)[O-])c3n2)ccc1OCC#N
    1809	1978
O=C(CNc1ccc2c(c1)OCO2)N/N=C\c1cn(Cc2ccc(F)cc2)c2ccccc12
    1639	1783
CCOc1cc(C(=O)Nc2ccc(N3CCOCC3)cc2)cc(Br)c1OC
    1636	2028
COc1ccc(OCC(=O)Nc2cccc(NC(=O)c3ccco3)c2)cc1
    1475	1614
COc1cc(/C=C2/C(=O)c3cccc([N+](=O)[O-])c3C2=O)c(Br)cc1O
    1627	1828
CN(CCCNC(=O)c1cc2c(=O)[nH]c3ccccc3c2n1C)Cc1ccccc1
    1571	1652

Rewritten as labelled records: part of the list above.
Cc1ccnn1CC(=O)N/N=C/c1ccc2c(c1)OCO2
  SRC3 TRFRET art: 1574 | SRC1 TRFRET art: 1653
O=C(COC(=O)c1cc[n+]([O-])cc1)Nc1ccccc1Sc1ccccc1
  SRC3 TRFRET art: 1610 | SRC1 TRFRET art: 1638

Remaining list, next part.
Each structure is followed by: SRC3 TRFRET art	SRC1 TRFRET art
Cc1nn(-c2ccccc2)c(N2CCCC2)c1/C=N/NC(=O)c1cccc(S(=O)(=O)Nc2ccc(Cl)cc2)c1
    1690	1592
Cc1ccc(C(c2nnnn2C2CCCCC2)N2CCc3ccccc32)cc1 (stereo unspecified)
    1528	2110
COc1ccc(OC)c(-c2csc(NC(=O)C3=NN(c4ccccc4)C(=O)CC3)n2)c1
    1624	1867
O=C(CCS(=O)(=O)c1ccc(Br)cc1)N1CCN(Cc2ccccc2)CC1
    1970	1675
O=C(Nc1ccccc1)C1=C[C@@H](C2CC2)C[C@@H](OCCCCO)O1
    1499	1872
CCOC(=O)C1(CCOc2ccccc2)CCN(Cc2ccc3nonc3c2)CC1
    1661	1909
C=COCCNC(=S)N1CCOCCOCCN(C(=S)NCCOC=C)CCOCCOCC1
    1501	1886
Cc1cc(C)n2c(SCC#N)nnc2n1
    1634	1854
Cn1c(-c2cccc([N+](=O)[O-])c2)cnc1NCc1ccc(C#N)cc1
    1663	1541
CC(C)N(C(=O)Cn1cc(SCC(N)=O)c2ccccc21)C(C)C
    1515	1918

Each structure is followed by: SRC3 TRFRET art	SRC1 TRFRET art
COc1ccc(S(=O)(=O)N2CCNC(=O)C2)cc1Br
    1397	1712
CC(=O)OCC(OC(C)=O)C(OC(C)=O)C(OC(C)=O)C(=O)Nc1ccccc1 (stereo unspecified)
    1580	1889
NC(=NCCc1ccccc1)NS(=O)(=O)c1ccccc1
    1481	1950
CCN(CC)S(=O)(=O)c1ccc(Cl)c(NC(=O)COC(=O)c2c(C)noc2C)c1
    1750	1978
CC(C)CC(=O)NC(=S)Nc1ccc(S(=O)(=O)Nc2nccs2)cc1
    1581	1747
O=C(COC(=O)C1CC1)Nc1ccc2c(c1)OCO2
    1599	1804

Source: PubChem (The Scripps Research Institute Molecular Screening Center)
